P. falciparum M17LAP – P. falciparum M17LAP inhibitors, primary screen, biochemical, fluorogenic H-Leu-NHMec substrate, 1536-well (AID 1619); inhibition, % at 30 µM, or IC50 in µM where a hit was titrated; hit rate 0.38% among 220,000; recombinant M17LAP, H-Leu-NHMec fluorogenic kinetic assay; higher % means a stronger effect;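 active means compound inhibiting the enzyme by more than half at any dose during confirmatory dose-response retesting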;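 further: plate controls were full reaction with DMSO carrier for no effect and no enzyme background for full effect; strong numbers were not always called active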
ER stress rescue – rescue of cells from ER stress-induced death, primary screen, 384-well, CSM14.1, thapsigargin, ATP luminescence (AID 1222); 190,000 tested, under 10 active; CSM14.1 thapsigargin-induced death rescue, ATP luminescence; higher % means a stronger effect; cellular ATP content (survival), % at 20 µM; hits with a dose series show EC50 in µM;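 active means EC50 below 50 µM in the dose-response confirmation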;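 further: death triggered by thapsigargin at about 15 µM added after 2 h compound pretreatment; cell ATP read after overnight thapsigargin exposure of roughly 18 to 22 hours; normalized against plate controls of thapsigargin alone and 5% DMSO vehicle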
LYP phosphatase – PTPN22 lymphoid phosphatase activity blockers – biochemical, fluorescence intensity, uHTS (AID 1779); recombinant LYP phosphatase, fluorescence intensity; higher % means a stronger effect; inhibition, % at 11.5 µM, or IC50 in µM where a hit was titrated; hit rate 0.054% among 290,000;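 further: plate controls were vehicle with enzyme for no effect and no enzyme for full effect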
human PMI inhibitors – MPI inhibition at elevated mannose 6-phosphate – biochemical, fluorescence intensity, high mannose 6-phosphate, primary screen (AID 1220); hit rate 0.66% among 190,000; inhibition, % at 20 µM, or IC50 in µM where a hit was titrated; recombinant PMI enzyme, coupled fluorescence intensity; higher % means a stronger effect
TNAP activation fold – human TNAP enzyme activators, primary screen, biochemical, luminescent, no phosphate acceptor, uHTS (AID 1001); purified TNAP, luminescent activation assay, no phosphate acceptor; higher activation fold means a stronger effect; activation fold at 20 µM; hits with a dose series show EC50 in µM; hit rate 0.03% among 200,000; in the data active means activation fold from about 3, or a potency from the dose series; inactive means the rest, 99 in 100 with activation fold below about 1.6; further: many of its hits are not listed in these tables
PMI inhibitors – inhibitors of human PMI, primary screen, biochemical, fluorescence intensity, coupled assay (AID 1209); purified PMI enzyme, coupled fluorescence intensity; higher % means a stronger effect; hit rate 0.42% among 190,000; inhibition, % at 20 µM; hits with a dose series show IC50 in µM;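 further: plate controls were DMSO vehicle for no effect and wells lacking substrate for full effect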
P. falciparum M1AAP – malaria alanyl aminopeptidase activity blockers – biochemical, fluorogenic H-Leu-NHMec substrate, 1536-well (AID 1445); hit rate 0.42% among 220,000; one-dose inhibition, % at 30 µM; IC50 in µM for titrated hits; recombinant M1AAP, H-Leu-NHMec fluorogenic kinetic assay; higher % means a stronger effect;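 active means primary inhibition above the hit cutoff, then over 50% inhibition at one or more dose response concentrations, cut at about 23% in these data, passing the limit was not always enough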;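 further: plate controls were DMSO full reaction for no effect and no enzyme background for full effect; strong numbers were not always called active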
XIAP antagonists – XIAP antagonists, biochemical, IAP family, fluorescence polarization (AID 1018); hit rate 0.007% among 200,000; one-dose displacement, % at 20 µM; IC50 in µM for titrated hits; XIAP BIR domain, fluorescence polarization peptide displacement; higher % means a stronger effect; in the data active means displacement above about 50%; further: a part of the inactive calls stands beside numbers as strong as those of hits
Myeloid diff MLP – compounds promoting myeloid differentiation; hit rate 1% among 360,000; calls only at 10 µM; ER-HoxA9 myeloid progenitors, lysozyme-GFP differentiation, flow cytometry;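 active means normalized GFP-positive differentiation at or above the plate's own cutoff, the solvent-only control mean plus 3 SD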;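 further: cells exposed to compound for four days before flow analysis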
Myeloid diff MLP GFP+ MAC1+ % – recorded beside Myeloid diff MLP, whose call it bears; GFP+ MAC1+ double positive, %; measured here: differentiation confirmed by MAC1 staining
* marks the source's active call; other numbers are inactive results; i = inactive; . = not tested or not shown; + = active, no number; & = joins results of further samples. Unless noted, no stated cut-off is given here; in the data, active means inhibition above about 50%; inactive means the rest.

SMILES	P. falciparum M17LAP	ER stress rescue	LYP phosphatase	human PMI inhibitors	TNAP activation fold	PMI inhibitors	P. falciparum M1AAP	XIAP antagonists	Myeloid diff MLP	Myeloid diff MLP GFP+ MAC1+ %
COc1ccccc1N(C)S(=O)(=O)c1ccc(C(=O)OCC(=O)NCc2ccco2)cc1	-3%	-0.9%	-1%	11%	1.1	11%	-1%	-14%	i	1.0
COCc1nnc(NS(=O)(=O)c2ccc(Br)cc2)s1	28%	-3.0%	-7%	-9%	1.1	0%	0%	-4.5%	i	0.5
COc1ccc(Oc2ccc(C(F)(F)F)cc2NC(=O)c2ccc(C)cc2)cc1	1%	.	1%	.	.	.	2%	.	i	0.2
Cc1ccc(NCCC(=O)c2cccc([N+](=O)[O-])c2)c(C)c1	0%	-0.8%	-1%	.	0.9	56%*	3%	-4.6%	i	7.1
Cc1nn(Cc2ccc(Cl)cc2Cl)c(C)c1NC(=O)CCl	-10%	-0.9%	-5%	-32%	1.1	-28%	8%	-6.3%	i	1.8
COC(=O)CN1C(=S)N(c2ccc(F)cc2)C(=O)C1CC(=O)Nc1ccccc1 (stereo not drawn)	8%	-1.4%	-10%	9%	1.1	6%	4%	-0.9%	i	0.4
COc1ccc(CN2CCN(Cc3nc4ccccc4s3)CC2CCO)c(C)c1C (stereo not drawn)	.	0.8%	-3%	21%	1	18%	.	-6.5%	i	0.0
Cc1ccc(NC(=O)c2ncn[nH]2)cc1	8%	-1.0%	-2%	-3%	1.1	-1%	5%	14%	i	0.2
CCCOc1ccc(C2NC(=O)NC2=O)cc1 (stereo not drawn)	16%	-1.6%	-7%	2%	1	-4%	-1%	-2.8%	i	0.9
Cc1cccc(NC(=O)CS(=O)(=O)c2cn(C)c3ccccc23)c1	3%	.	-2%	18%	1.1	12%	-3%	-7.8%	i	3.4
Cc1nc2scc(-c3ccccc3)c2c(=O)n1/N=C/c1ccco1	-2%	0.7%	4%	-3%	1	-7%	9%	-4.2%	i	1.0
CCOC(=O)CNC(=O)c1cccs1	-2%	3.0%	-4%	-6%	1.1	-5%	2%	-0.4%	i	0.2
Cc1cc(-c2csc(NC(=O)c3ccc(C#N)cc3)n2)c(C)n1Cc1ccco1	-1%	1.0%	8%	14%	1.1	4%	8%	-0.9%	i	0.8
Cc1cc(C(F)(F)F)nc(SCC(=O)Nc2ccccc2)n1	-7%	-2.6%	-7%	-2%	1.1	0%	4%	-0.6%	i	2.7
COc1ccc(NS(=O)(=O)c2ccc(NC(=S)NC(=O)c3cccc(F)c3)cc2)nn1	33%	-0.9%	-6%	-2%	1	-5%	13%	-7.5%	i	0.1
CCS(=O)(=O)Nc1cccc(C2=NN(S(=O)(=O)c3ccc(C)cc3)C(c3ccco3)C2)c1 (stereo not drawn)	-9%	-2.2%	8%	18%	0.9	-6%	-2%	-6.2%	i	1.1
O=C(Nc1ccccc1)N(C1=NCCC1)c1ccccc1	5%	.	-11%	.	.	.	0%	.	i	0.6
O=c1[nH]c2cc(Cl)ccc2n(CCNc2ncc(C(F)(F)F)cc2Cl)c1=O	-1%	-1.8%	-8%	1%	1	-18%	-4%	0.2%	i	1.2
N#CCc1ccc(NS(=O)(=O)c2ccc(C3CCCCC3)cc2)cc1	1%	1.3%	-6%	5%	1	17%	0%	-1.0%	i	1.8
CC(=O)c1cc(C#N)c(SCC(=O)Nc2nccs2)nc1C	.	-2.5%	-6%	3%	1.1	-2%	.	-6.1%	i	0.3
CCCCNC(=O)C(Sc1ccccc1)c1ccccc1 (stereo not drawn)	-15%	-8.3%	3%	-8%	1	-3%	5%	-3.5%	i	1.4
CCOC(=O)c1ccc2c(c1)n(CC)c(C)[n+]2CC	8%	-0.9%	-5%	15%	1.1	14%	20%	-6.6%	i	0.5
CCCc1[nH]nc2c1C1(C(=O)N(CC)c3ccccc31)C(C#N)=C(N)O2 (stereo not drawn)	0%	-0.8%	-3%	5%	1	3%	3%	-1.6%	i	8.3
Cc1ccc(C(=O)N2C3=C(CCCC3)C(=O)NC23CCCCC3)cc1	-1%	14%	-7%	8%	1	2%	10%	-6.1%	i	0.5
NC(=O)c1nsc(C(=O)N(CC(=O)NC2CCCC2)Cc2ccc3c(c2)OCO3)c1N	-11%	1.3%	-1%	-4%	1.1	0%	11%	-4.0%	i	0.5
Cc1c(C(=O)NCCn2ccc3ccccc32)cccc1[N+](=O)[O-]	0%	3.9%	-8%	-4%	1.1	0%	3%	-7.0%	i	1.7
Cc1cccc(-c2c3c(=O)n(C)c(=O)n(C)c3cn2C2CCCCC2)c1	6%	-1.8%	-4%	3%	1.1	0%	5%	-18%	i	1.5
CC(C)Cn1nc(C(=O)OCC(=O)NCC(F)(F)F)c2ccccc2c1=O	0%	1.0%	-2%	6%	1	2%	-8%	-7.0%	i	0.5
COC(=O)Oc1cncc(C(=O)O)c1	-6%	0.0%	-12%	-8%	1.1	-9%	-3%	-1.4%	i	1.7
Cc1cc(C)c(NC(=S)N(CCN2CCCCC2)Cc2ccco2)c(C)c1	0%	-1.3%	-6%	-3%	1.1	-2%	1%	-5.4%	i	0.1
COc1ccc(C)c2sc(=NC(=O)c3cccc(N4C(=O)CCC4=O)c3)n(C)c12	7%	.	-1%	.	.	.	12%	.	i	0.2
CCOC(=O)c1c(NC(C)=O)sc2c(O)c(Br)cc(Br)c12	18%	-0.3%	0%	40%	1.1	9%	18%	-6.6%	i	0.3
COCCNC(=S)N/N=C(\C)c1ccc(Cl)s1	3%	.	-4%	.	.	.	1%	.	i	0.2
COC(=O)C1=NN(C(=O)c2ccc(Cl)cc2)C(O)(c2ccccc2)C1 (stereo not drawn)	3%	0.0%	0%	0%	0.8	-16%	52%	-1.2%	i	13
Cc1ccc(-c2csnn2)cc1	-11%	.	-4%	.	.	.	-1%	.	i	1.6
Cc1ccc(Cl)c(Nc2ccccc2C(=O)O)c1Cl	9%	-1.4%	3%	1%	1.1	2%	-1%	-9.0%	i	0.7&2.1
O=C(Nc1cccc(NC(=O)C2CC3CCCC(C2)C3=O)n1)C1CC2CCCC(C1)C2=O (stereo not drawn)	-2%	-1.5%	-1%	6%	1.2	7%	11%	-9.2%	i	0.7
O=C(CCC(=O)c1cccs1)NCc1ccc(Cl)cc1	7%	-0.9%	4%	-1%	1	7%	4%	-2.2%	i	0.9
N#Cc1cnn(-c2nc3sc4c(c3c(=O)[nH]2)CCCC4)c1N	8%	-2.5%	-4%	-5%	2.4	-5%	7%	-0.7%	i	0.8
COc1ccc(C(c2sc3nc(C)nn3c2O)N2CCN(CCO)CC2)cc1OC (stereo not drawn)	9%	-4.2%	-4%	7%	1	10%	3%	0.0%	+	10*

Profiles as entered above. Order of screens: P. falciparum M17LAP, ER stress rescue, LYP phosphatase, human PMI inhibitors, TNAP activation fold, PMI inhibitors, P. falciparum M1AAP, XIAP antagonists, Myeloid diff MLP, Myeloid diff MLP GFP+ MAC1+ %
`N#Cc1cnn(-c2nc3sc4c(c3c(=O)[nH]2)CCCC4)c1N` is listed as 8%, -2.5%, -4%, -5%, 2.4, -5%, 7%, -0.7%, i, 0.8
`O=C(Nc1cccc(NC(=O)C2CC3CCCC(C2)C3=O)n1)C1CC2CCCC(C1)C2=O` (stereo not drawn) is listed as -2%, -1.5%, -1%, 6%, 1.2, 7%, 11%, -9.2%, i, 0.7
`CCOC(=O)c1c(NC(C)=O)sc2c(O)c(Br)cc(Br)c12` is listed as 18%, -0.3%, 0%, 40%, 1.1, 9%, 18%, -6.6%, i, 0.3
`O=C(CCC(=O)c1cccs1)NCc1ccc(Cl)cc1` is listed as 7%, -0.9%, 4%, -1%, 1, 7%, 4%, -2.2%, i, 0.9
`Cc1ccc(Cl)c(Nc2ccccc2C(=O)O)c1Cl` is listed as 9%, -1.4%, 3%, 1%, 1.1, 2%, -1%, -9.0%, i, 0.7&2.1

3 entries from above, sorted by the number in LYP phosphatase, descending:
molecule,LYP phosphatase
Cc1ccc(Cl)c(Nc2ccccc2C(=O)O)c1Cl,3%
COc1ccc(C)c2sc(=NC(=O)c3cccc(N4C(=O)CCC4=O)c3)n(C)c12,-1%
Cc1ccc(-c2csnn2)cc1,-4%

Further entries
SMILES	P. falciparum M17LAP	ER stress rescue	LYP phosphatase	human PMI inhibitors	TNAP activation fold	PMI inhibitors	P. falciparum M1AAP	XIAP antagonists	Myeloid diff MLP	Myeloid diff MLP GFP+ MAC1+ %
COc1cc(CC(NC(C)=O)C(=O)NC2CCN(c3nc(C)cc(C)c3C#N)CC2)cc(OC)c1 (stereo not drawn)	-15%	1.1%	-3%	-1%	1	-3%	-6%	-2.9%	i	0.0
CCOC(=O)CCNC(=O)N1CCCC(CNS(=O)(=O)Cc2ccccc2)C1 (stereo not drawn)	9%	-0.3%	-8%	0%	1.1	8%	8%	-3.5%	i	0.2
O=C(CN1CCN(c2ccc(O)cc2)CC1)NC1CCCc2ccccc21 (stereo not drawn)	12%	0.9%	-1%	46%	1	15%	12%	-3.4%	.	.
Cc1ccc(S(=O)(=O)N2CCN(C(=O)N(c3ccccc3)c3ccccc3)CC2)cc1	-4%	-4.4%	0%	10%	1.1	15%	11%	-2.2%	i	2.8
CCc1cccc(NC(=O)CS(=O)Cc2nc(-c3ccc(C)cc3)oc2C)c1 (stereo not drawn)	15%	0.1%	2%	7%	1.2	10%	7%	1.8%	i	3.2
COc1ccc(-c2nnc(SCC(=O)N3c4ccccc4Sc4ccccc43)o2)cc1	-9%	1.6%	-5%	0%	1.1	10%	3%	2.8%	i	0.6
CCn1c(=O)n(CC(=O)N2CCN(c3ccccc3F)CC2)c(=O)c2ccccc21	-5%	-5.1%	4%	-6%	0.9	-11%	2%	-4.0%	i	0.1
CCOC(=O)C(NC(=O)CC)(Nc1ccc(S(=O)(=O)Nc2ncccn2)cc1)C(F)(F)F (stereo not drawn)	-12%	0.7%	-6%	-5%	1.2	0%	-1%	-2.7%	i	1.5
CCC(C)(C)NC(=O)C(c1ccc(OC)cc1)N(Cc1cccs1)C(=O)CCC(=O)Nc1cc(C)on1 (stereo not drawn)	9%	-1.0%	-2%	-2%	1.1	-7%	6%	-4.3%	i	1.6
Cc1ccc(C)c(OCC(=O)O/N=C(\N)c2cccc([N+](=O)[O-])c2)c1	3%	.	-4%	.	.	.	4%	.	i	1.5
COc1cc(C(=O)OC2CC3CCC2(C)C3(C)C)ccc1OC(C)=O (stereo not drawn)	-1%	-1.0%	-7%	2%	1	7%	-1%	0.1%	i	1.9
Cc1cc(N(C)Cc2ccccc2)nc(-c2ccccc2)n1	9%	-0.7%	6%	4%	1	9%	6%	-1.8%	i	0.0
COCCNC(=O)c1nn2cccnc2c1Cl	-3%	-0.8%	-4%	-4%	1.2	-1%	14%	-0.3%	i	1.8
CCCCc1nnc2c(N(C)S(=O)(=O)c3ccc(C)cc3)nc3ccccc3n12	-2%	.	-2%	.	.	.	3%	.	i	0.2
